Screens deposited in PubChem BioAssay by National Center for Advancing Translational Sciences (NCATS).
TGFb SMAD3 inh – blocks TGF-b signaling | actives 1.2% (n = 410,000) | Potency, µM (highest dose often 46.1 µM), inactives show top-dose activity, negative = inhibition, usual class: inhibitors | HepG2 CAGA-GFP TGF-b/SMAD3 reporter, GFP fluorescence, 18 h; TGF-beta stimulated, 500 pg/mL final; note: potency is the fitted concentration of half-maximal effect; % is set by controls: 0 for no effect and ±100 for the full control effect; nearly all actives have a fitted effect of over 65% in size
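Using HEPG2 CAGA-GFP reporter cells at 1000 cells/well, we pinned test compounds, stimulated with recombinant TGF-beta (500 pg/mL final) and measured total well GFP after 18 h.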
Nrf2 inh – blocks Nrf2 signaling; A549 ARE-Fluc reporter, luciferase luminescence, 18-24 h; Potency, µM (series often up to 46 µM), for the others: top-dose activity change, negative = inhibition, actives largely listed as inhibitors; actives 2.1% (n = 360,000); AID 504444; note: potency is the fitted concentration of half-maximal effect; % is set by controls: 0 for no effect and ±100 for the full control effect; nearly all actives have a fitted effect of over 60% in size
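A549 ARE_Fluc cells, 5000/well, 5% FBS OPTI-MEM; compounds in dose-response, 18-24 h at 37 °C/5% CO2; CellTiter-Fluor viability read (Ex 405/Em 525), then BugLite luciferase luminescence = Nrf2 activity.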
MmCpn inh – M. maripaludis TRiC chaperonin inhibition | purified Mm-Cpn ATPase, ADP Transcreener TR-FRET | Potency, µM (doses to about 76.9 µM), for the others: at the highest dose activity, negative = inhibition, actives largely listed as inhibitors | actives 0.031% (n = 330,000) | AID 504842; note: potency is the fitted concentration of half-maximal effect; % is set by controls: 0 for no effect and ±100 for the full control effect; nearly all actives have a fitted effect of over 80% in size
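Measured: ADP formation by purified Mm-CPN. Conditions: 25 nM protein, 10 uM ATP, Tris pH 7.4 with Mg2+, K+ and DTT, 37°C for 30 min. Detection: Transcreener HTRF after 30 min at room temperature.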
ATXN viability – cell viability loss in ATXN counter-screen. S2 cells (HEK-293 line with an ATXN2-luciferase reporter) viability, CellTiter-Fluor protease fluorescence, 24 h. Potency, µM (highest dose often 56.7 µM), usual class: cytotoxic. actives 0.49% (n = 400,000); note: potency is the fitted concentration of half-maximal effect; nearly all actives have a fitted effect of over 40% in size
Nrf2 ARE act – Nrf2 pathway activation; actives 0.31% (n = 410,000); AREc32 ARE-luciferase reporter (MCF7-derived line), luminescence, 24 h; AID 624171; Potency, µM (highest dose often 46.1 µM), for inactives: at the top dose activation, actives largely listed as activators; note: potency is the fitted concentration of half-maximal effect; % of control where 0% means no effect; nearly all actives have a fitted effect of over 65% in size
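AREc32_Fluc, 1000 cells/well, OPTI-MEM + 5% FBS, o/n 37 deg C 5% CO2; 23 nL cpd by pin tool, 24 hr; Steady-Glo 30 min RT, luminescence.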
HepG2 viability – counter-screen for TGF-b inhibitors: cytotoxicity in HepG2 cells; actives 0.76% (n = 410,000); HepG2 CAGA-GFP viability, ATP luminescence, 18 h; Potency, µM (doses to about 46.1 µM), without a hit: at the highest dose activity change, negative = cytotoxicity, hits mostly cytotoxic; note: potency is the fitted concentration of half-maximal effect; some results filed as inactive show a strong effect at the top dose
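CellTiter-Glo luminescence gave cytotoxicity after 18 hours at 37 degrees C. The cells were HepG2 CAGA-GFP in 1% FBS DMEM, stimulated with 500 pg/mL TGF-beta after compound addition. %Activity was normalised to no-cell wells (complete cell-killing) and DMSO (no toxicity), and curves were fitted and classified.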
Akt phos inh – inhibitors of Akt phosphorylation; Neuro2A IGF-stimulated pAkt S473 HTRF, 20 min; active compounds read low; activity change, % for hits at 50 µM; actives 0.32% (n = 360,000); in the data active = activity change below about -80%; inconclusive = mostly about -51% to -80%; note: % is set by controls: 0 for no effect and ±100 for the full control effect
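Single-point screen (50 µM final compound) in Neuro2A cells stimulated 20 min with 6 nM IGF at 37 deg C. After lysis, Ser473-phosphorylated Akt read by HTRF (ex 330 nm, em 615/665 nm) as the 665/615 ratio.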
CCT chaperon mod – changes cytosolic chaperonin activity; purified chaperonin ATPase assay, HTRF ADP detection, 30 min; actives 0.3% (n = 360,000); activity change, % (concentration not given with the values), hits read low; in the data active = activity change below about -30%; note: % is set by controls: 0 for no effect and ±100 for the full control effect
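ATPase activity: ADP formed was measured by HTRF Transcreener (665/615 nm ratio) after 30 min at 37 deg C with 10 uM ATP. Compounds screened at one 76 uM concentration against 40 or 20 nM TRiC in Tris pH 7.4/KCl/MgCl2/DTT buffer.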
A549 tox – kills or reduces viability of A549 cells in Nrf2 counter-screen | actives 0.16% (n = 390,000) | A549 ARE-Fluc cells, CellTiter-Fluor viability, 18-24 h | Potency, µM (top dose mostly 46 µM), for inactives: top-dose activity change, negative = cytotoxicity, hits mostly inhibitors | AID 504648; note: potency is the fitted concentration of half-maximal effect; % is set by controls: 0 for no effect and ±100 for the full control effect
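A549 ARE_Fluc cells in 5% FBS OPTI-MEM were exposed to compounds in concentration-response for 18-24 h at 37 deg C. Viability was read by CellTiter-Fluor fluorescence (Ex 405/Em 525) after 30 min, before the luciferase read.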
Starred values were filed as active, the others as inactive; i = inactive; ? = inconclusive; / = no result given; & = joins results of further samples; [ ] = another dose, or the depositor's remark. Unless noted, calls come from the whole dose curve; as a rule, active = well fitted curve in the direction sought with a large enough effect; inconclusive = small, poorly fitted or top-dose-only effect, or another doubt; inactive = no such curve, though single readings can be large; an effect the other way counts as inactive or inconclusive.

SMILES	TGFb SMAD3 inh	Nrf2 inh	MmCpn inh	ATXN viability	Nrf2 ARE act	HepG2 viability	Akt phos inh	CCT chaperon mod	A549 tox
NS(=O)(=O)c1ccc(F)c(C(=O)O)c1	21%	4%	0%	i	-0.2%	2%	i	-0.3	-4%
COc1ccc(CCNC(=O)CCn2c(=O)c3cccn3c3ccc(F)cc32)c(OC)c1OC	?	17%&6%	0%	i	0.0%&4.4%	-1%&-26%	i	-0.6	-6%&-6%
CC(C)CCNc1nc2c(cc1C#N)COC(C)(C)C2	15%	-4%	-5%	i	-0.5%	-19%	i	-2.9	1%
COc1ccc(-c2nc3sc(CCNC(=O)C(=O)Nc4ccc(C)c(C)c4)c(C)n3n2)cc1	16%	/	/	/	-1.1%	-3%	/	/	4%
CCCCCCS(=O)[C@H]1CS(=O)(=O)C[C@@H]1S(=O)CCCCCC (some centres undefined)	12%	-11%	-1%	i	1.1%	-3%	i	0.0	-2%
COC(=O)C1CN(C(=O)c2cccc(OC(F)F)c2)c2ccccc2O1 (centres undefined)	14%	5%	-1%	i	3.1%	8%	i	-0.4	0%
O=C(CC1C(=O)N(c2ccc(F)cc2)C(=O)N1Cc1ccccn1)Nc1ccccc1 (centres undefined)	2%	12%	-3%	i	-0.2%	-14%	i	-2.7	5%
Cn1c(CC(=O)NNC(=O)c2cccnc2)nc2ccccc21	-4%	18%	-2%	i	0.3%	0%	i	-0.6	3%
Cc1cc(C)c2c(CN3CCC(C)CC3)cc(=O)oc2c1C	-1%	5%	2%	i	-0.7%	-12%	i	0.4	8%
CC1(C)NC(=O)N(CC(=O)NNC(=O)c2ccccc2F)C1=O	?	15%	1%	i	12%	-4%	i	-2.0	-1%
CCOc1ccc(Nc2nc(NCC3CCCO3)c3ccccc3n2)cc1 (centres undefined)	11µM*	?	-1%	?	0.1%	-51%	i	2.1	?
CN(C(=O)C1CCCO1)C1CCS(=O)(=O)C1 (centres undefined)	-4%	8%	-4%	i	-0.6%	-8%	i	1.6	0%
Cc1cccc(N2CCN(C(=O)c3nn(C)c4c3CSc3ccccc3-4)CC2C)c1 (centres undefined)	?	2%	/	/	-0.4%	-23%	/	/	-2%
CC(C)(C)NC(=O)Cn1nnnc1-c1nonc1N	-3%	?	3%	i	0.1%	11%	/	0.4	-3%
O=C(O)CSc1c2c(nc3cc(C(=O)NCCN4CCOCC4)ccc13)CCC2	-10%	-4%	-1%	i	-0.8%	-10%	i	-1.3	-14%
COC(=O)c1sc(N2CCCCC2)c(C#N)c1N	103%[activator]	2%	1%	i	0.5%	-3%	i	1.7	2%
Cc1scc(C(=O)N2CCN(S(C)(=O)=O)CC2)c1-c1ccccc1	2%	13%	1%	i	0.3%	-24%	i	-0.2	-3%
CCCn1c2ccccc2c2cnn(CC(=O)Nc3cc(C)c(Cl)cc3OC)c(=O)c21	-2%	?	/	/	0.2%	-22%	/	/	12%
CCOC(=O)N1CCN(C(=O)CN2C(=O)COc3ccc(S(=O)(=O)N4CCOCC4)cc32)CC1	1%	-10%	-1%	i	-1.1%	-21%	i	0.8	3%
O=C(c1ccc2c(c1)N(Cc1cccc(F)c1)C(=O)c1ccccc1S2)N1CCCC1	?	/	/	?	6.1%	-30%	/	/	-13%
CC(Sc1ccc(Cl)cc1)C(=O)Nc1ccc(S(=O)(=O)N2CCOCC2)cc1 (centres undefined)	-3%	?	-1%	i	0.1%	-12%	i	1.6	-16%
O=C1C2CCCN2C(=O)N1CCCCN1CCN(c2cccc(Cl)c2)CC1 (centres undefined)	-16%	?	-1%	?	0.1%	-6%	i	0.6	-2%
CCN(CC)c1ccc(/C=N/NC(=S)NCc2ccccc2)c(O)c1	?	3%	1%	i	-0.6%	-4%	i	1.3	-1%
CN(C)c1ccccc1C(=O)c1ccccc1N(C)C	-3%	?	-6%	i	-0.2%	-9%	i	-3.5	-26%
Nc1nc(N(Cc2ccccc2)Cc2ccccc2)nc(C(F)(F)F)n1	?	-28%	1%	i	7.1%	-8%	i	-0.9	0%
CCOC(=O)CSc1nnc2c(n1)C1(C)CCC2C1(C)C (centres undefined)	-12%	-5%	0%	i	0.0%	14%	i	-1.5	0%
O=C(COc1ccc(Br)cc1)Nc1ccc2c(c1)C(=O)NC2=O	-6%	-4%	0%	i	0.2%	5%	i	1.0	-5%
Cc1cc(C)c(NC(=O)CSCc2c(C)noc2C)c(C)c1	6%	9%	1%	?	-0.3%	6%	i	-0.8	-13%
Cc1ccccc1-c1nc(CN2CCC(C(=O)N3CCC(C(N)=O)CC3)CC2)c(C)o1	-14%	?	-3%	i	-1.1%	-21%	i	-3.4	2%
O=C(Nc1cccc(F)c1)NC1CCCc2ccccc21 (centres undefined)	0%	-24%	-1%	i	3.8%	-26%	i	-0.9	-3%

The last 3 compounds of the section before lead into the next.
SMILES	TGFb SMAD3 inh	Nrf2 inh	MmCpn inh	ATXN viability	Nrf2 ARE act	HepG2 viability	Akt phos inh	CCT chaperon mod	A549 tox
Cc1cc(C)c(NC(=O)CSCc2c(C)noc2C)c(C)c1	6%	9%	1%	?	-0.3%	6%	i	-0.8	-13%
Cc1ccccc1-c1nc(CN2CCC(C(=O)N3CCC(C(N)=O)CC3)CC2)c(C)o1	-14%	?	-3%	i	-1.1%	-21%	i	-3.4	2%
O=C(Nc1cccc(F)c1)NC1CCCc2ccccc21 (centres undefined)	0%	-24%	-1%	i	3.8%	-26%	i	-0.9	-3%
CCN(c1ccccc1)S(=O)(=O)c1cc(C(=O)NCc2ccccn2)ccc1C	-2%	0%	-2%	i	-0.1%	0%	i	1.6	6%
COc1ccc(CCNC(=O)c2ccc3c(c2)nc(C)n3-c2ccc(Br)cc2)cc1OC	?	/	/	i	1.3%	-7%	/	/	3%
CC1=CC(C)(C)Nc2ccc(OC(=O)CN3C(=O)c4ccccc4C3=O)cc21	-14%	?	1%	/	-2.9%	18µM*	i	-0.3	-2%
CC1COc2ccccc2N1C(=O)c1cccnc1Cl (centres undefined)	-6%	-4%	-1%	i	2.0%	5%	i	0.0	-11%
CCc1ccc(C(O)(C(C)C)C(CN2CCOCC2)c2ccccc2)cc1 (centres undefined)	?	?	-1%	i	3.0%	-31%	i	-2.3	-11%
COC(=O)c1cc(S(=O)(=O)NCC(C)c2ccccc2)cn1C (centres undefined)	-18%	-1%	3%	i	0.0%	-4%	i	-26	0%
Cc1cccc(OCC(=O)Nc2ccccc2C(F)(F)F)c1	2%	9%	1%	i	4.0%	0%	i	-0.9	5%
Cc1ccccc1NC(=O)c1ccc(S(=O)(=O)N2CCCC2)cc1	2%	-5%	0%	i	0.3%	-3%	i	-3.3	-14%
CCCCn1c(N)c(N(CCOC)C(=O)COC(=O)COc2c(C)cc(C)cc2C)c(=O)[nH]c1=O	0%	-11%	0%	i	0.6%	-2%	i	-0.5	0%
C=CCn1cc(Cl)cc(C(=O)Nc2ccccc2)c1=O	15%	-8%	-2%	i	10%	-43%	i	-1.1	15%
ClCCN1C2=NCCCN2c2ccccc21	11%	9%	3%	i	2.5%	32%	i	-0.5	1%
FC(F)(F)c1ccccc1NC(=S)NN=C1CCCCCC1	-26%	5%	-4%	i	0.3%[9.22 µM]	-22%	i	1.0	-7%
CN(C)C(CNc1ncnc2sccc12)c1ccccc1 (centres undefined)	-1%	16%	1%	i	0.4%	0%	i	-0.4	3%
Oc1sc(C=Nc2ccccc2)c2ccccc12	0%	?	-7%	i	?	-2%	i	-0.4	-14%
COCCN(C(=O)CSc1nnc(-c2ccccc2F)n1N)c1c(N)n(Cc2ccccc2)c(=O)[nH]c1=O	21%	0%	-2%	i	-0.7%	12%	i	0.1	-1%
CCCC(=O)Nc1cc(S(=O)(=O)N2CCCCC2)ccc1N1CCOCC1	1%	-1%	0%	i	2.9%	-3%	i	-0.2	1%
O=CN1CCN(C(=O)COc2ccc(Cl)cc2Br)CC1	-20%	9%	2%	i	-0.1%	-24%	i	0.7	28%
COCC1CCN(C(=O)c2cc(COc3ccccc3SC)on2)C1 (centres undefined)	0%	14%	-1%	i	-1.0%	3%	i	-0.9	2%
O=C1CCN(Cc2ccccc2)CCN1CCSc1ccccc1	1%&-6%	?	1%	i	-0.6%	3%&0%	i	-3.0	0%
CN(CC(=O)Nc1ccc(F)cc1F)S(=O)(=O)c1cccc2nsnc12	-14%	-10%	/	i	0.2%	-1%	/	/	0%
CCc1cccc(C)c1NC(=O)COC(=O)Cc1ccsc1	0%	1%	2%	?	0.7%	-1%	i	-4.5	15%
COc1ccc(-c2ccc(C(=O)NCC3CCOCC3)c3occc23)c(C)c1	-9%	/	/	?	1.6%[9.22 µM]	-17%	i	-1.6	/
CN(Cc1cccs1)C(=O)Cn1cnc2ccccc2c1=O	26%	-11%	-1%	i	0.8%	17%	i	0.4	-3%
COC(=O)Cc1cc(=O)[nH]c(/N=C(\N)Nc2ccccc2)n1	30%	/	-1%	i	-0.3%	0%	i	0.9	5%
O=C(COC(=O)c1ccc2[nH]c3c(c2c1)CCCC3)Nc1ccc(Cl)cc1Cl	-8%	-16%	-1%	i	-0.6%	-22%	i	-0.9	0%
CN1CCc2nc3sc(C(=O)Nc4ccccc4OC(F)(F)F)c(N)c3cc2C1	63%[activator]	/	/	i	5.3%	-52%	/	/	8%
